# Source: PubChem
# DDE Tn6 FP inh – disrupts Tn6 cyclic peptide binding to fibrin D-Dimer-E complex | P02675 | Fibrin DD(E) TRITC-Tn6 fluorescence polarization displacement | inhibition, % at 8.3 µM | 370,000 compounds, 0.21% hits;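 active = inhibition above a per-campaign cutoff: mean of compounds within control limits plus 3 SD, cut at about 15% in these data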;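 note: 0% = median of all compound wells on the plate and 100% = blocking peptide control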
# LEDGF integ inh – blocks HIV-1 LEDGF/p75-dependent DNA integration. TR-FRET IN-LEDGF/p75 DNA integration, Eu/Cy5. inhibition, % at 3.7 µM. 370,000 compounds, 0.64% hits. AID 743269;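 active = inhibition above the screen-wide mean plus 3 SD, cut at about 13% in these data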;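 note: signal is the Cy5 over europium emission ratio at 671 and 618 nm; 0% = plate median of compound wells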
# ARFGAP1 inhibitor – rat ARFGAP1 inhibition; Arfgap1-stimulated ARF1 GTP hydrolysis, GDP FP detection; inhibition, % at 16.5 µM; 360,000 compounds, 0.26% hits; AID 651572;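 active = inhibition above a per-plate limit, mean inhibition of low control wells plus 3 SD, cut at about 25% in these data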;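 note: 0% = DMSO wells with enzyme and 100% = wells lacking Arfgap1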
#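 Material: truncated rat Arfgap1 GAP domain; Incubation: compound-enzyme preincubation 20 min, reaction 120 min, detection 60 min, 25 °C; Read-out: percent inhibition of Arfgap1-stimulated GTP hydrolysis; Technique: FP, GDP Alexa 633 tracer displaced from anti-GDP antibody, 620/688 nm; Controls: No-Arfgap1 wells (100%) versus DMSO full-reaction wells (0%); Replication: single well per compound.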
# ADAM10 inh – ADAM10 inhibition, QFRET primary screen; 370,000 compounds, 0.62% hits; O14672; inhibition, % at 7 µM; recombinant ADAM10, EDANS/DABCYL FRET peptide cleavage, 3 h;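 active = inhibition above a per-campaign cutoff equal to the mean of compounds falling between control-based bounds plus 3 SD, cut at about 20% in these data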;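 note: 0% = DMSO wells while the 100% control is not disclosed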
# ASAP1 inh – ASAP1 ArfGAP inhibition; ASAP1-stimulated ARF1 GTP hydrolysis, GDP FP detection; inhibition, % at 16.5 µM; 360,000 compounds, 0.19% hits; AID 624377; in the data active = inhibition above about 25%;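 note: 0% = vehicle with enzyme and substrate and 100% = no enzyme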
# proKLK7 act – activates the human kallikrein-7 zymogen; AID 652039; activation, % at 7 µM; purified proKLK7, EDANS-DABCYL substrate fluorescence; 100% is mature enzyme control, 0% vehicle; 370,000 compounds, 0.9% hits;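 active = activation above the mean of all tested compounds plus 3 SD, computed per campaign excluding outliers beyond control limits, cut at about 13% in these data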
# TDP2 absorb – blocks human TDP2 phosphodiesterase activity. O95551. recombinant TDP2, T5PNP hydrolysis, p-nitrophenol absorbance 415 nm. inhibition, % at 12.8 µM. 370,000 compounds, 0.34% hits;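 active = inhibition above the mean of all tested compounds plus 3 SD, set per campaign, cut at about 25% in these data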;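 note: 0% = DMSO with enzyme and 100% = buffer with substrate but no TDP2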
#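 Test system: Human TDP2 enzyme | Reagent: 5 mM T5PNP | Compound dosing: 12.8 µM single point, 1% DMSO | Incubation: Enzyme reaction with compound for 2 h at 37 °C | Technique: p-Nitrophenol epi absorbance | Read-out: % inhibition relative to enzyme-containing and enzyme-free wells | Benchmarks: High control without enzyme, low control DMSO plus TDP2 | Replicates: Singlicate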
# PLCg1 inh – blocks human PLC-gamma1 enzyme activity; inhibition, % at 12.2 µM; 370,000 compounds, 0.84% hits; purified PLC-gamma1, fluorogenic substrate, fluorescence; in the data active = inhibition above about 9.5%
# Target sequence (P19174 whole entry, looked up): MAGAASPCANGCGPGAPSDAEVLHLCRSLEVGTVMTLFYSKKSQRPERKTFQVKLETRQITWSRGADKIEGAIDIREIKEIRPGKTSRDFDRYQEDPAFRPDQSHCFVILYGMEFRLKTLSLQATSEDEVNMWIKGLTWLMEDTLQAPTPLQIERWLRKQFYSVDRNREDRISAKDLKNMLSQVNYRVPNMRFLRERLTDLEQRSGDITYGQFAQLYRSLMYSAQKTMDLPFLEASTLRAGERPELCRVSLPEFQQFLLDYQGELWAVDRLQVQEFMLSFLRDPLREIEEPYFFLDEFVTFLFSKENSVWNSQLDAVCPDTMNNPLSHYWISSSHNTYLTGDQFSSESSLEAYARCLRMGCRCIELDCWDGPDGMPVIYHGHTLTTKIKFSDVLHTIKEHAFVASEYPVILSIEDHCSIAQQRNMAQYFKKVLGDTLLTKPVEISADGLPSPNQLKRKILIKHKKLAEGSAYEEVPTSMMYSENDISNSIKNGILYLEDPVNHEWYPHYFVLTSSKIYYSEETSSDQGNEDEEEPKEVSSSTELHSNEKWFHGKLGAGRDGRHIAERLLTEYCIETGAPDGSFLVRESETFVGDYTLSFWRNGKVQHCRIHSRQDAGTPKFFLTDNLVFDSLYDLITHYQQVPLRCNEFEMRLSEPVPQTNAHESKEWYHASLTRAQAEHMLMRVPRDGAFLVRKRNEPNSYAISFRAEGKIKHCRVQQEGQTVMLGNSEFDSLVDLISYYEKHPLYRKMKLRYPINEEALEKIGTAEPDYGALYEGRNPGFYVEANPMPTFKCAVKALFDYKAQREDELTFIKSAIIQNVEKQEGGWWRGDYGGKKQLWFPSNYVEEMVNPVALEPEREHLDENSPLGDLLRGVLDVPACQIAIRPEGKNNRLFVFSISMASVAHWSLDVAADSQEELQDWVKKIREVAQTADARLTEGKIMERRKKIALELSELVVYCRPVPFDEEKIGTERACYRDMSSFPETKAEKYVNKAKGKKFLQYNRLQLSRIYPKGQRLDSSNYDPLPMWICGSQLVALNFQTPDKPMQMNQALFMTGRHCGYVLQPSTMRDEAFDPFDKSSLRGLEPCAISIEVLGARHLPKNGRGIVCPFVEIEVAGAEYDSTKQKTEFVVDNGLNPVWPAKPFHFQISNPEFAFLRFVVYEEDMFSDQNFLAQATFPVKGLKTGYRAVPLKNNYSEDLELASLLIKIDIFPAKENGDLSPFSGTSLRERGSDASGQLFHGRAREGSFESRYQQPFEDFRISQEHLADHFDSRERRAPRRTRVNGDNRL
# DDE Tn7 FP inh – inhibitors of Tn7 peptide binding to human fibrin DD(E). FP displacement of FITC-Tn7 peptide from fibrin DD(E); 0% = median of compound wells per plate. inhibition, % at 8.3 µM. 370,000 compounds, 0.13% hits;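 active = inhibition above the mean of compounds falling within the control limits plus 3 SD of them, cut at about 14% in these data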;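 note: 0% = plate median of compound wells and 100% = 10 µM Aha-Tn7 peptide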
#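 Also added: labelled Tn7 tracer, 0.1 µM; Assay system: human fibrin DD(E) protein; Amount: 2 µM fibrin DD(E); Schedule: 10 min compound pre-incubation, 3 h probe incubation at room temperature; Repeats: one replicate per compound; Read-out basis: percent inhibition; Measured by: fluorescence polarization of the labelled Tn7 tracer.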
# ADAM17 inh – inhibitors of human ADAM17; P78536; recombinant ADAM17, EDANS/DABCYL FRET peptide cleavage; inhibition, % at 6.95 µM; 370,000 compounds, 0.83% hits;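 active = inhibition above the mean of compounds lying between control limits plus 3 SD, set per campaign, cut at about 8.5% in these data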;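 note: 0% = DMSO-only wells as the low control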
# * = called active by the depositor; i = inactive; . = no result given.
DDE Tn6 FP inh,LEDGF integ inh,ARFGAP1 inhibitor,ADAM10 inh,ASAP1 inh,proKLK7 act,TDP2 absorb,PLCg1 inh,DDE Tn7 FP inh,ADAM17 inh,Molecule
-3,11,13,4,0,-0.2,-1,-11,4,2,O=C(/C=C/c1ccc(-c2ccccc2[N+](=O)[O-])o1)c1ccco1
-1,-4,6,-10,9,0.0,-11,-7,6,-1,Cc1cc(C)c(C(=O)NC2CC(C)(C)Cc3c2cnn3-c2cccc(F)c2)[nH]1 (centres undefined)
7,2,-6,-68,-9,-0.5,-1,-11,1,-16,CC1CCCC(C)N1CCCNC(=O)c1cc2c(=O)n(C)c3ccccc3c2n1C (centres undefined)
-1,0,15,-18,9,1.3,7,-2,4,-5,COc1ccc(C(CC(=O)c2ccccc2)S(=O)(=O)c2ccccc2)cc1 (centres undefined)
13,-1,-6,i,3,63*,5,i,-1,i,CCCCc1cc(=O)oc2c(CN(CC)CC)c(O)c(Cl)cc12
3,1,-11,-9,8,-0.2,3,-3,10,-6,CC(C)(C)CCN1CCC(CN2CCNC2=S)CC1
8,1,7,-3,-9,-0.3,-4,1,-8,1,CCCOc1ccc(C(=O)CCC(=O)OCC(=O)N2CC(=O)Nc3ccccc32)cc1
-6,0,0,2,4,0.0,4,-3,7,-2,Cc1cccc(-n2c(SCC(=O)N3CCC(C(=O)O)CC3)nc3ccccc3c2=O)c1C
4,-2,-3,-26,-1,0.2,9,-22,1,-12,c1ccc(-c2nnc(SCc3nc4ccccc4[nH]3)n2Cc2ccco2)nc1
9,-2,-1,-7,13,0.9,-5,-79,2,-3,N#CC1=C(N)N(c2ccc(Br)cc2)C2=C(C(=O)CCC2)C1c1cccnc1 (centres undefined)
7,1,16,0,14,-0.3,0,4,-3,-2,CN(C)S(=O)(=O)c1cccc(C(=O)Nc2cccnc2)c1
-4,4,5,10,-1,-0.5,-8,1,7,-1,CC1(C)NC(=O)N(CCOCCOc2cccc(Oc3ccccc3)c2)C1=O
2,5,-3,0,-6,-0.2,-2,2,-7,0,COc1ccc(CCNC(=O)CCc2cc(OC)c(OC)c(OC)c2)cc1OC
0,-1,-5,2,1,0.1,17,4,2,-1,Cc1nc2ccc(NC(=O)NC(=O)c3c(Cl)cccc3Cl)cc2o1
1,0,-9,-19,1,1.1,9,-1,3,-5,Cc1ccc(S(=O)(=O)N(C)CC(=O)N2CCN(c3ccccn3)CC2)cc1
2,1,6,16,-5,-0.1,-11,4,-2,4,O=C(Nc1cccnc1)c1ccc(N2CCCC2)c([N+](=O)[O-])c1
-5,5,-2,10,-10,0.6,-15,6,10,1,CC(C)(C)c1ccc(OCCC(=O)NNC(=O)c2ccccc2)cc1
4,3,8,1,-12,0.5,6,2,-7,-2,CCC1Cc2[nH]c(=S)[nH]c(=O)c2C(c2ccc(F)cc2)O1 (centres undefined)
4,-1,6,i,-8,27*,10,i,0,-464,CCn1cc(-c2ccnc3cc(C(=O)O)nn23)c(C)n1
-7,2,-2,-12,4,0.4,7,0,0,-2,CC[C@]12c3[nH]c4ccc(OC)cc4c3CCN1C(=O)C(CC(=O)NCCc1ccccn1)C[C@@H]2C(=O)N1CCN(C(=O)c2ccco2)CC1 (some centres undefined)
-6,-2,14,-2,-10,0.7,6,0,1,-1,O=C(COC(=O)Cc1ccc(F)cc1)Nc1ccc2[nH]c(=O)[nH]c2c1
9,2,0,4,-17,0.1,-6,-2,9,3,OCC1(Cc2ccccc2F)CCCN(Cc2c(F)ccc(F)c2F)C1 (centres undefined)
4,0,13,0,-1,-0.3,4,-1,5,0,CC1=CC(C)(C)N(C(=O)CSc2nnc(N)s2)c2ccccc21
-6,1,-1,8,0,0.7,7,2,-1,2,CCOc1ncccc1C(=O)OCC(=O)c1cc(C)n(Cc2ccco2)c1C
-4,2,3,4,1,-0.3,1,-2,-4,0,COc1ccc(S(=O)(=O)N2CCCCC2c2cc(C(=O)Nc3ccc(F)c(Cl)c3)no2)cc1 (centres undefined)
-3,0,2,-2,16,-0.3,6,1,-9,1,Cc1cccc(/C(N)=N/OC(=O)COc2ccc(Cl)c(C)c2)c1
6,-1,-13,-2,0,-0.2,5,-1,-5,-3,COc1ccc(S(=O)(=O)N(C)CC(=O)Nc2ccc3c(c2)OCO3)cc1OC
-1,5,-5,9,6,1.4,-5,-6,-14,7,Cc1ccc(CN2C(=O)CC(Nc3ccc(N4CCOCC4)cc3)C2=O)cc1 (centres undefined)
1,-6,15,7,-10,-0.2,1,-113,11,-1,CC(C)c1ccc2oc(-c3cc(N)ccc3O)nc2c1
2,2,.,3,.,0.2,10,3,6,2,CCOC(=O)C1(Cc2ccccc2)CCN(Cc2ccc(C)cc2)CC1

# Quoted from the listing:
# Value of COc1ccc(S(=O)(=O)N(C)CC(=O)Nc2ccc3c(c2)OCO3)cc1OC under ARFGAP1 inhibitor: -13
# Value of CCC1Cc2[nH]c(=S)[nH]c(=O)c2C(c2ccc(F)cc2)O1 (centres undefined) under DDE Tn6 FP inh: 4
# Value of Cc1ccc(S(=O)(=O)N(C)CC(=O)N2CCN(c3ccccn3)CC2)cc1 under ADAM10 inh: -19

# Later entries
DDE Tn6 FP inh,LEDGF integ inh,ARFGAP1 inhibitor,ADAM10 inh,ASAP1 inh,proKLK7 act,TDP2 absorb,PLCg1 inh,DDE Tn7 FP inh,ADAM17 inh,Molecule
3,-1,4,11,10,-0.6,0,0,-2,2,CCc1cc(/C(Cc2ccccn2)=N\O)c(O)cc1O
-6,-4,5,-13,11,-0.5,-6,-6,4,0,O=C(CCCN1C(=O)/C(=C/c2ccc3c(c2)OCO3)SC1=S)Nc1cccc(C(=O)O)c1
5,-7,-7,-27,2,-1.5,-8,-21,10,-7,C/C(=N\NC(=O)COc1cccc(C)c1)c1ccc2ccccc2c1O
-6,8,-2,3,1,0.9,5,1,4,0,COc1ccccc1NC(=O)Nc1ccc(S(=O)(=O)Nc2onc(C)c2C)cc1
12,-2,2,2,4,0.3,-11,-1,0,1,Nc1n[nH]c(=S)n1-c1ccc(Cl)cc1
8,-5,-12,-12,6,-0.6,4,-4,-2,-3,COc1ccc(C(=O)NCCc2ccc(C(F)(F)F)cc2)cc1S(=O)(=O)N1CCOCC1
5,1,-7,1,-8,-0.5,2,0,-5,-1,CN1C(=O)C2(C(C#N)=C(N)Oc3c2oc(CO)cc3=O)c2ccccc21 (centres undefined)
1,4,-2,-9,1,0.4,-6,1,-3,-5,OCC1CCCN(C(=S)NCCc2ccccc2)C1 (centres undefined)
-4,0,7,15,-4,0.0,-19,1,8,6,O=S(=O)(NC1CCCC1)c1ccc(S(=O)(=O)N2CCc3ccccc32)cc1
1,3,1,-4,-8,0.3,21,-1,-7,-3,S=C(NCc1cccs1)Nc1cccc2ccccc12
-5,0,3,-6,-2,-0.2,6,-3,2,-1,CN(C)c1cc2c(cc1NS(=O)(=O)c1ccccc1)n(C)c(=O)n2C
1,-3,-10,3,-9,0.1,-1,0,4,-3,COCC(=O)Nc1ccc(Br)c(C)c1
-1,-1,-5,-1,11,-0.2,8,-3,-1,-1,COc1ccc(C2C(C#N)=C(N)OC3=C2C(=O)CC(C)C3)c(OC)c1OC (centres undefined)
0,3,-8,-8,-1,0.6,-8,0,-5,-1,COc1ccc(C(=O)O)cc1NC(=S)NC(=O)c1ccc(-c2ccc(Cl)cc2)o1
6,2,1,10,3,-0.3,9,-1,1,-1,CCn1c(SCC(=O)NC2CCCCC2)nnc1-c1cccs1
2,-5,-3,-2,-1,-0.2,-18,1,6,-3,COc1ccccc1NC(=O)c1ccccc1N(Cc1ccccc1)S(C)(=O)=O
9,2,.,3,.,0.3,-10,-2,-3,2,COc1ccc(-n2c(SCC(=O)Nc3ccc(Oc4ccccc4)cc3)nnc2-c2ccccc2)cc1
-3,1,3,10,-5,-0.5,0,6,4,-2,Cc1ccc(NC(=O)CN2C(=O)C3C4C=CC(C4)C3C2=O)cc1S(=O)(=O)N(C)C (centres undefined)
8,4,5,2,-2,0.2,-16,0,-2,1,CC(C)Oc1ccc(N2CC(C(=O)OCC(=O)NCc3ccccc3)CC2=O)cc1 (centres undefined)
5,-3,10,1,-17,-0.1,5,-1,1,1,CCc1ccccc1OCC(=O)Nc1cccc(S(=O)(=O)N2CCCC2)c1
-4,-1,-3,-2,8,-0.5,-1,-3,8,-1,COc1cc(C(=O)OCC(=O)N2CCN(C(C)=O)CC2)ccc1OCC(C)C
0,-1,-3,0,3,-0.2,5,-6,3,-3,COc1ccc(C(=O)C2CCCN(Cc3cn[nH]c3-c3ccc(F)cc3)C2)cc1OC (centres undefined)
5,0,1,0,2,0.7,-4,-2,-4,0,COc1cccc(CNC(=O)c2cccs2)c1
-1,0,-8,-72,6,0.4,-5,-1,6,-7,Cc1c(-n2c(SCC(=O)O)nnc2-c2ccccc2Cl)c(=O)n(-c2ccccc2)n1C
-6,-3,6,-12,-2,-0.5,-3,0,-4,-4,CCCS(=O)(=O)N1CCC(C(=O)N2CCN(C(=O)OCC)CC2)CC1
4,1,4,3,-16,-0.2,2,2,0,0,COc1ccccc1-c1nc(-c2ccncc2)no1
4,1,-2,1,2,-0.1,-8,-1,3,5,CCOC(=O)C1=CN(Cc2ccco2)S(=O)(=O)N(C)C1c1ccc(F)c(Cl)c1 (centres undefined)
5,0,3,-7,4,0.4,11,-1,11,-2,O=C(COC(=O)c1ccc(S(=O)(=O)N2CCCC2)cc1)NCc1ccc(F)cc1
-1,1,-3,-3,2,0.1,12,-3,-1,-3,CN1CCN(C(=O)c2ccccc2NC(=O)Cc2ccccc2)CC1
-7,0,-5,-1,10,0.5,10,0,0,-1,CCOc1ccccc1Nc1nnc(SCC(=O)N2CCCC2)s1

# Next entries follow:
DDE Tn6 FP inh,LEDGF integ inh,ARFGAP1 inhibitor,ADAM10 inh,ASAP1 inh,proKLK7 act,TDP2 absorb,PLCg1 inh,DDE Tn7 FP inh,ADAM17 inh,Molecule
-1,-2,18,-3,0,0.1,-3,2,-4,-4,Fc1ccc(N2CCN(c3ccc4c(C(F)(F)F)cc(C(F)(F)F)nc4n3)CC2)cc1
0,1,16,15,3,0.4,15,3,2,2,CC(C)(C)N1C(=O)c2ccc(C(=O)Nc3ccc(O)cc3)cc2C1=O
-3,1,0,-17,10,0.1,15,-1,-7,-1,Cc1cc(NC(=O)CSc2nc3c(c(=O)n2C)SCC3)no1
-1,-4,-4,-97,-3,13*,1,-11,12,-17,COc1ccc(/C=C/C(=O)c2ccc(O)cc2)cc1

# An unsorted share of the library; any-hit rate near 4.2%.
